Screens deposited in PubChem BioAssay by National Center for Advancing Translational Sciences (NCATS).
Tau fluor cs: counter-screen for tau fibril formation inhibitors; Potency, µM (doses to about 57.7 µM), for the others: top-dose activity change, negative = decrease; tau K18 P301L Alexa594 fluorescence, heparin fibrillization; AID 1463; 0.93% of 280,000 active; also: % is scaled to controls: 0 for no effect and ±100 for the full control effect; nearly all actives have a fitted effect of over 55% in size
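Human K18 P301L tau (15 uM unlabeled plus 0.24 uM Alexa 594-labeled, final) in 100 mM sodium acetate pH 7 was mixed with compound and 20 uM heparin and incubated 6 hr at 37 C.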
SMN2 splice enh: enhancers of SMN2 splice variant expression; HEK293 SMN2-luciferase splicing reporter, luminescence, 30-36 h; AID 1458; 2.8% of 210,000 active; Potency, µM (doses to about 46.1 µM), inactives show at the highest dose activity change, positive = activation, most hits filed as activators; also: % of control where 0% means no effect; nearly all actives have a fitted effect of over 55% in size
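HEK293 cells carry an SMN2 minigene-luciferase reporter in which exon 7 inclusion puts luciferase in frame. Cells were seeded at 2000 cells/well, attached for 10-12 hours, then exposed to compounds for 30-36 hours at 37C before ONE-Glo luminescence.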
ALDH1A1 block: blocks purified human ALDH1A1 activity; P00352; Purified ALDH1A1, NADH fluorescence, propionaldehyde substrate; Potency, µM (titrated, usually from 75.3 µM), inactives show at the top dose activity, negative = inhibition, usual class: inhibitors; 7.3% of 220,000 active; active = well fitted inhibition curve with a large enough effect, not every such curve was filed as active; inconclusive = small, poorly fitted or top-dose-only effect, or another doubt; inactive = no such curve, though single readings can be large or run the other way;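 also: plate controls were no enzyme wells and a reference inhibitor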
Target sequence (P00352 whole entry, looked up): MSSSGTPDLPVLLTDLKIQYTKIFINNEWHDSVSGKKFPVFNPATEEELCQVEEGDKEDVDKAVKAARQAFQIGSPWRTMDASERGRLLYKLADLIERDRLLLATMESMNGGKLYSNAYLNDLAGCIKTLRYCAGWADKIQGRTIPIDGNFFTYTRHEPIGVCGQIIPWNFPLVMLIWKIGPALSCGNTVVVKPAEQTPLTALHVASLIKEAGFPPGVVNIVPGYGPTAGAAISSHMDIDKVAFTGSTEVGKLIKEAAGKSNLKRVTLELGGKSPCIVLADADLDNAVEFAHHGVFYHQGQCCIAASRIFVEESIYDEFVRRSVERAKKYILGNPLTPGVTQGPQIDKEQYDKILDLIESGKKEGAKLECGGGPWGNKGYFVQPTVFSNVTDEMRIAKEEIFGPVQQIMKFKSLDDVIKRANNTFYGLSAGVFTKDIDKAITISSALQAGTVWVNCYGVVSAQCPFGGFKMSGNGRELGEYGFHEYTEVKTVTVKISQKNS
Tau fibril ThT: tau fibrillization inhibition (ThT binding) | P10636 | Potency, µM (series often up to 57.4 µM), without a hit: at the top dose activity, negative = inhibition, actives largely listed as inhibitors | 2.1% of 270,000 active | recombinant tau K18 P301L (four-repeat tau fragment), heparin-induced fibrillization, ThT fluorescence | AID 1460; also: % is scaled to controls: 0 for no effect and ±100 for the full control effect; nearly all actives have a fitted effect of over 55% in size
Target sequence (P10636 561-689 P618L limits assumed): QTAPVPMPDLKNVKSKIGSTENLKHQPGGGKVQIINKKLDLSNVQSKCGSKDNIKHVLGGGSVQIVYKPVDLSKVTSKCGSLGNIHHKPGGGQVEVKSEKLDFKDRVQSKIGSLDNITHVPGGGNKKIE
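Recombinant human tau K18 fragment […] carrying P301L, 15 uM unlabeled plus 0.24 uM Alexa 594-labeled, was fibrillized with 20 uM heparin in 100 mM sodium acetate pH 7 for 6 hr at 37 C; 30 uM ThT fluorescence read after 1 hr.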
Tau FP inhib: blocks human tau fibril formation measured by polarization; K18 P301L tau heparin fibrillization, Alexa594 FP, 6 h; Potency, µM (series often up to 57.7 µM), for the others: top-dose activity, negative = inhibition, hits mostly inhibitors; 0.39% of 280,000 active; also: % is scaled to controls: 0 for no effect and ±100 for the full control effect; nearly all actives have a fitted effect of over 55% in size
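Compound effects on tau fibrillization are measured by Alexa 594 fluorescence polarization (ex 555, em 632 nm). K18 P301L tau is used at 15 uM with 0.24 uM labeled tracer, and 20 uM heparin induces aggregation over 6 hr at 37 C.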
HTT ATP protect: protects HTT-Q103 PC12 cells, measured by ATP; PC12 HTT-Q103 induced, cytoprotection, ATP luminescence, 40 h; Potency, µM (series often up to 56.4 µM), without a hit: cytoprotection (ATP increase), actives largely listed as activators; 0.14% of 230,000 active; AID 1471;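 also: % of control where 0% means no effect; nearly all actives have a fitted effect of over 45% in size; toxic huntingtin expression switched on by the ecdysone agonist tebufenozide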
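Huntington model: PC12 line, ecdysone-inducible HTTQ103 exon1–GFP, tebufenozide 100 nM. Test articles in a dose series. Endpoint luminescence from cellular ATP.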
JMJD2E inh: blocks human JMJD2E demethylase activity. 1.6% of 230,000 active. JMJD2E catalytic domain, FDH-coupled NADH fluorescence (FDH is formaldehyde dehydrogenase). Potency, µM (series often up to 57.1 µM), for the others: at the highest dose activity change, negative = inhibition, most hits filed as inhibitors; active = well fitted inhibition curve with a large enough effect, not every such curve was filed as active; inconclusive = small, poorly fitted or top-dose-only effect, or another doubt; inactive = no such curve, though single readings can be large or run the other way;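 also: 0% = wells with enzyme and -100% = buffer wells without enzyme; nearly all actives have a fitted effect of over 50% in size; many of its hits are not listed in these tables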
Target sequence (B2RXH2 1-337 limits assumed): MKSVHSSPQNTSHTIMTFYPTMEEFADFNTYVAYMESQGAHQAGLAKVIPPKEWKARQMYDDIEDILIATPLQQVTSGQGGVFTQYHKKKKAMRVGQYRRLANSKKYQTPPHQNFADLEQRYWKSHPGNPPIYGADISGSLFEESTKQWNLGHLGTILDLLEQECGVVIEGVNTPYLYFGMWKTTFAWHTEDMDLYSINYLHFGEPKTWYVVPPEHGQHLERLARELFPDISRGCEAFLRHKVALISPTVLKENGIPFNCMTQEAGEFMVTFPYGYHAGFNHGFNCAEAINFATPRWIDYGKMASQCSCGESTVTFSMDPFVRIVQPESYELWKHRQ
HttQ103 aggreg: reduces HttQ103-GFP aggregates in PC12 cells; Potency, µM (doses to about 46.1 µM), for the others: at the top dose activity change, negative = inhibition, most hits filed as inhibitors; PC12 HttQ103-GFP aggregates, Acumen cytometry, 40 h; 1.1% of 220,000 active; also: % is scaled to controls: 0 for no effect and ±100 for the full control effect; nearly all actives have a fitted effect of over 60% in size
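Aggregates are detected as GFP objects 1–25 µm with signal 6 STDEV over background in lysates of induced PC12 cells. These carry Huntingtin exon 1 with 103 glutamines fused to GFP under an ecdysone promoter; compounds titrated.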
Starred values were filed as active, the others as inactive; ? = inconclusive; . = not tested or not shown; & = joins results of further samples; [ ] = dose if it differs, or a comment. Unless noted, calls follow the shape of the dose curve; as a rule, active = well fitted curve in the direction sought with a large enough effect; inconclusive = small, poorly fitted or top-dose-only effect, or another doubt; inactive = no such curve, though single readings can be large; an effect the other way counts as inactive or inconclusive. Potency is read from the fitted curve at half-maximal effect. Only part of the results is shown; the hit share may differ from the screen's.

SMILES,Tau fluor cs,SMN2 splice enh,ALDH1A1 block,Tau fibril ThT,Tau FP inhib,HTT ATP protect,JMJD2E inh,HttQ103 aggreg
CN(Cc1cccc(-n2cccn2)c1)Cc1cn(C)nc1-c1ccccc1F,-5%,.,-3%,-7%,-5%,-1%[10 µM],-2%,-2%[9.22 µM]
Cc1[nH][nH]c(=O)c1C(c1ccc2c(c1)OCO2)c1c(C)[nH][nH]c1=O,5%,1%,-3%,-10%,3%,-33%[inhibitor],1%,-2%
CSc1nnc(C)c(/C=C/NOCc2ccc(Cl)cc2)n1,?,-49%[inhibitor],?,?,4%,.,?,8%
Cc1ccc2nc(N3C(=O)C(O)=C(C(=O)c4ccc(C)o4)C3c3cccc(O)c3)sc2c1 (stereo unspecified),-4%,17%,-8%,?,1%,2%[10 µM],?,21%
Cc1ccc(NC(=O)N2N=C(c3ccc(F)cc3)CC2c2ccc(F)cc2)cc1 (stereo unspecified),9%,.,-11%,5%,4%,.,2%,2%
C/C(CCc1ccccc1)=N/NC(=O)C(=O)NCc1ccccc1,6%,-5%,10%,-4%,3%,.,-4%,.
Cc1ccc(-c2nnc(SCC(=O)O)n2N)cc1,3%,-13%,-4%,-1%,-6%,-3%[0.074 µM],-3%,5%
COc1cccc(C2C(=O)c3ccccc3C2=O)c1,-11%,.,0%,-18%,-3%,6%[10 µM],2%,9%[9.22 µM]
CNC(=O)CSc1n[nH]c(-c2cc(Cl)ccc2OC)n1,1%,14%,9%,1%,-6%,?,7%,-26%
Cn1c(CSc2nnc(SCc3ccccc3)s2)nc2ccccc21,-17%,-20%,25µM*,?,-4%,-44%[inhibitor],-20%,-6%
CCOC(=O)C1=C(C)N(c2ccc(C)cc2)C(=O)/C1=C\c1cccs1,-25%,-29%,-11%,16µM*,-18%,-21%,-2%,28%
CCOC(=O)c1csc(NC(=O)COc2ccc(Cl)cc2Cl)n1,-29%,-8%,1%,-7%,-15%,.,-2%,19%

Additional structures follow:
SMILES,Tau fluor cs,SMN2 splice enh,ALDH1A1 block,Tau fibril ThT,Tau FP inhib,HTT ATP protect,JMJD2E inh,HttQ103 aggreg
Cn1c(NC(=O)c2ccc(Cl)cc2)c(-c2ccccn2)c(=O)c2ccccc21,-11%,-5%,7%,8%,-12%,-8%,-4%,5%
COc1ccc(-c2oc3ncn4nc(-c5ccccc5OC)nc4c3c2-c2ccc(OC)cc2)cc1,-12%,2%,.,-10%,3%,.,.,.
CCOC(=O)OCC1OC(C#Cc2ccc(C(C)(C)C)cc2)C=CC1OC(=O)OCC (stereo unspecified),-9%[11.6 µM],.,-8%[13.5 µM],-7%[11.5 µM],5%[11.6 µM],-19%[10 µM],.,.
CCOC(=O)c1cnc2c(cnn2C)c1NCCC(O)C(F)(F)F (stereo unspecified),-10%,-2%,11%,-3%,-2%,-15%,2%,-14%
CNC(=O)C1C2C=CC3(O2)C1C(=O)N(C1CC1)C3C(=O)NCc1ccc(OC)cc1 (stereo unspecified),0%,-5%,6%,3%,3%,4%[10 µM],2%,-6%
O=C1CN(C(=O)CN2C(=O)NC3(CCCCC3)C2=O)c2ccccc2N1,-13%,-9%,16µM*,-15%,5%,-15%,2%,23%
O=C(CN1C(=O)c2ccccc2S1(=O)=O)NCc1ccccc1Cl,-7%,2%,-4%,-11%,5%,-2%,7%,22%
Cc1ccc(S(=O)(=O)N2CCN(C3CCC(c4ccccc4)CC3)CC2)cc1 (stereo unspecified),1%,-50%[inhibitor],-6%,-2%,5%,25%[10 µM],2%,-14%
Cc1cccc(NC(=S)NC(C)(C)CC(C)(C)C)c1,-7%,-29%,3%,-2%,5%,8.9µM*,-8%,?
CCOC(=O)C1C(=O)Oc2ccc3ccccc3c2C1C1CCOC1=O (stereo unspecified),0%,-9%,6%,5%,-1%,-3%,-12%,-10%
CCCCCc1ccc(-c2ccc(C(=O)O)cc2)nc1,7%,4µM*,-1%,-1%,16%,-21%[10 µM],-7%,-4%
COC(=O)Cc1cc(=O)[nH]c(/N=C(\N)Nc2ccc(C)cc2)n1,0%,-4%,6%,-8%,6%,2%,3%,4%

(more compounds)
SMILES,Tau fluor cs,SMN2 splice enh,ALDH1A1 block,Tau fibril ThT,Tau FP inhib,HTT ATP protect,JMJD2E inh,HttQ103 aggreg
O=C(CCNC(=O)c1ccc(Cl)cc1)Nc1ccc(F)cc1F,-1%,-13%,4%,0%,1%,23%[10 µM],4%,6%
CC(C)c1c(O)nc(SCc2ccccc2)[nH]c1=O,-2%,-5%,0%,-12%,1%,6%,2%,13%
COC(=O)c1ccc(NC(=O)c2ccccc2N(C)S(=O)(=O)c2ccccc2)cc1,-19%,-8%,?,-8%,?,-7%,-2%,?
Cc1cccc(NC(=O)C2CCN(S(=O)(=O)c3c(C)noc3/C=C/c3ccco3)CC2)n1,-20%,-45%[inhibitor],?,-3%,2%,1%[10 µM],-21%,-7%
Cc1cccc(C(=O)NNS(=O)(=O)c2ccccc2[N+](=O)[O-])c1,-7%,-59%[inhibitor],-5%,-7%,0%,-10%[1.9 µM],-1%,-3%
Cc1cc(C)c(C#N)c(SCC(=O)C(C)(C)C)n1,-9%,16%,?,-1%,-6%,-14%,-6%,-24%
COc1ccc(C2c3c(oc4ccc(Cl)cc4c3=O)C(=O)N2CCN2CCOCC2)cc1 (stereo unspecified),4%,.,.,-12%,1%,-4%[10 µM],-1%,4%[9.22 µM]
CCCCCN1C=CC=C/C1=C\C=C(C#N)C#N,5%,.,0.45µM*,14%,-3%,8%[10 µM],-4%,-5%[9.22 µM]
Cc1ccccc1C(=O)NC(=S)Nc1ccccc1C(F)(F)F,-10%,-3%,13µM*,-5%,-3%,-17%,4%,-1%
CCN(CC)CCCCOc1ccccc1OC,-8%,2%,10%,-13%,-4%,4%[10 µM],10%,3%
O=C1OC(NCc2cccnc2)(c2ccc(Cl)cc2)c2ccccc21 (stereo unspecified),-8%,.,2%,-5%,1%,-6%[10 µM],-1%,9%[9.22 µM]
CCOc1ccc(-c2nc(C#N)c(N3CCOCC3)o2)cc1,-15%,-8%,?,-18%,3%,-13%,?,-13%

More records
SMILES,Tau fluor cs,SMN2 splice enh,ALDH1A1 block,Tau fibril ThT,Tau FP inhib,HTT ATP protect,JMJD2E inh,HttQ103 aggreg
CC(C)CC(=O)n1sc(NC(=O)c2ccccc2)nc1=O,-20%,-6%,?,22µM*,?,-30%,-2%,?
COc1cc2cc(CN(CCCN3CCOCC3)C(=O)Nc3ccc(F)cc3)c(=O)[nH]c2cc1OC,-7%,.,?,-8%,-5%,-3%[10 µM],?,-1%[9.22 µM]
O=c1c2cn[nH]c2[nH]c(=S)n1-c1cccc(Cl)c1,-9%,3%,?,-8%,-5%,.,-18%,-1%
O=C(COC(=O)c1ccccc1)Nc1ccccc1Sc1ccccc1,-15%,-4%,-1%,-13%,8%,37%[10 µM],-4%,-5%
Cc1cc(/C=C2\NC(=O)N(Cc3ccc(Cl)cc3)C2=O)c(C)n1C,-27%,-10%[1.84 µM],?,?,?,-3%[10 µM],-3%,12%
COc1ccc(S(=O)(=O)N(CCc2ccccc2)CC(=O)Nc2cccc(OC)c2)cc1,?,-12%,.,-16%,-17%,.,.,.
CCCCC1=CC2=C(c3ccco3)C(=O)C(C)(OC(=O)c3ccc(OC)cc3)C(=O)C2=CN1C1CC1 (stereo unspecified),-1%[11.6 µM],6%[9.22 µM],?,?,1%[11.6 µM],-16%&-10%[10 µM],-3%[11.4 µM],1%[9.22 µM]
COc1ccc(-c2noc(CN(C(=O)COc3cc(C)c(Br)c(C)c3)C(C)C)n2)cc1,-20%,11%,.,-5%,0%,.,.,.
COc1ccc(OCc2cccc(C(=O)O)c2)cc1,-4%,0.04µM*,-6%,-23%,-5%,-55%[inhibitor][10 µM],1%,-12%
C[C@H](NC(=O)c1ccccc1)C(=O)Nc1nc(-c2ccccn2)cs1,-7%,-55%[inhibitor],-13%,-8%,-2%,-21%,-8%,-18%
O=C(CSCc1ccc(Br)cc1)NCc1ccccn1,-6%,20%,-1%,-2%,-7%,2%,9%,0%[9.22 µM]
CC(C(=O)NCc1ccc(F)cc1)c1ccc([N+](=O)[O-])cc1 (stereo unspecified),0%,-11%,0%,1%,2%,-19%,0%,24%

Next section
SMILES,Tau fluor cs,SMN2 splice enh,ALDH1A1 block,Tau fibril ThT,Tau FP inhib,HTT ATP protect,JMJD2E inh,HttQ103 aggreg
CCSc1nnc(NC(=O)CSc2ncccn2)s1,4%,-8%,?,-3%,5%,20%[1.9 µM],13%,-24%
C#CC[N+](C)(C)CCN1C(=O)C2C(c3ccccc3)C=CC(c3ccccc3)C2C1=O (stereo unspecified),-5%,-11%,?,-3%,2%,21%,3%,-8%
CCN=C(NS(=O)(=O)c1ccc(Br)cc1)c1ccc(Cl)cc1,-5%,0%,8%,-4%,-1%,-16%[10 µM],-10%,-4%[9.22 µM]
COc1ccc(Cl)cc1C(=O)CSc1nnnn1C1CCCC1,-19%,.,2µM*,-16%,-1%,2%,4%,-3%
CSc1nc2c(c(=O)n1Cc1ccccc1)SC(C)C2 (stereo unspecified),-11%,-25%,3%,-6%,1%,9%[1.9 µM],0%,-21%
COc1ccc(C2CC(=O)C=C(NNS(=O)(=O)c3ccc(C)cc3)C2)cc1 (stereo unspecified),-5%,?,?,-2%,9%,-9%[10 µM],-1%,20%
CN(C)C(=O)CNc1n[nH]c(=S)[nH]c1=O,-2%,.,0%,-10%,-3%,20%[10 µM],5%,18%[9.22 µM]
CCOc1ccccc1N(CC(=O)Nc1ccccc1C(=O)OC)S(C)(=O)=O,-5%,-7%,5%,-7%,3%,-6%[10 µM],-7%,4%
CC(=O)Nc1ccc(OCC(=O)NCCc2ccc(Cl)cc2)cc1,-3%,.,11%,-7%,4%,26%[10 µM],6%,?
O=C(Nc1ccc(N2CCN(C(=O)c3ccccc3)CC2)c(Cl)c1)c1ccco1,?,-24%,?,?,10%,-22%,1%,22µM*
CCCCOc1ccc(/C=N/NC(=S)Nc2cc(C)ccc2C)cc1,-14%,-9%,2%,-4%,-2%,-22%,5%,-12%
